Source: PubChem BioAssay (Small Molecule Screening Facility, UW Madison)
SSB-PriA inh: blocks PriA binding to SSB C-terminal tail; AlphaScreen SSBct-PriA binding, biotinylated peptide; inhibition, % at 33 µM; 430,000 compounds, 0.6% hits; AID 1272365; in the data active = inhibition mostly above about 37%, no sharp cut-off; inactive = mostly below about 20%;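 note: plate controls were negative control peptide for no effect and reference peptide for full effect; strong numbers were not always called active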
Active calls of the source: *; & = joins results of further samples. These rows are one share of the data; rates above refer to the full screens.

SMILES	SSB-PriA inh
COc1ccccc1N1CCN(C(=O)C2(c3ccccc3)CCOCC2)CC1	-19.0
COc1ccc2cc(C(=O)NC[C@H](O)c3ccc(OC)c(OC)c3)[nH]c2c1	-2.0
COc1ccccc1OCC(=O)N1CCCC1CS(=O)(=O)c1ccccc1 (stereo not given)	8.0
O=C(CSc1cc(NCc2ccccc2Cl)ncn1)NCc1ccccc1Cl	-1.0
Cc1ccc2nc(Cl)c(C=O)cc2c1	7.0
Cc1cc(NC(=O)CSc2ccc(NC(=O)c3cccc(F)c3)nn2)on1	-14.0&-7.0
CC(C)=CCCC1=CCC(C(C)=NNC(N)=O)CC1 (stereo not given)	0.2
Cc1ccc(C)c(CN2C(c3ccccc3Cl)Nc3ccccc3S2(=O)=O)c1 (stereo not given)	1.0&2.0
CCCc1cc(=O)[nH]c(N=C(NC(=O)C(C)N2C(=O)c3ccccc3C2=O)Nc2ccccc2)n1 (stereo not given)	-17.7
CCOC(=O)c1ccc(NC(=O)Cc2csc(NC(=O)c3ccc(=O)[nH]c3)n2)cc1	8.0
COc1cc(OC)cc(C(=O)NN=C(C)CC(=O)Nc2ccccn2)c1	-10.5
COc1ccc(-c2c(C)oc3c4c(ccc3c2=O)OCN(CCc2cccs2)C4)cc1OC	-19.0
CC(C)(C)C(=O)Nc1nc(CC(=O)NCCC2=CCCCC2)cs1	19.0
Cc1nc2ccccn2c1C(=O)OCc1cc(-c2ccc3c(c2)OCO3)on1	-21.0
Nc1ccc(-c2cn3ccsc3n2)cc1	9.0
O=C(NCCN1CCO[C@H](c2ccccc2)C1)C(=O)Nc1ccc(C(F)(F)F)cc1	3.0
O=C(c1ccc(Cl)c(S(=O)(=O)N2CCCCCC2)c1)N1CCc2ccccc21	-16.0
COc1ccc(OC)c(/C=N/NC(=O)c2cc(-c3c(C)nn(-c4ccccc4)c3C)n[nH]2)c1	-10.0
C=CCOc1cccc(C2C(=C(O)c3ccc4c(c3)OCCO4)C(=O)C(=O)N2CCN2CCOCC2)c1 (stereo not given)	8.7
O=C(NCC1(O)CCc2ccccc2C1)c1ccccn1 (stereo not given)	-15.0
Cc1cccc(NC(=O)CC2CCCCN2S(=O)(=O)c2ccccc2)c1C (stereo not given)	15.0
CCS(=O)(=O)N1CCc2ccc(NS(=O)(=O)c3ccc(OC)c(OC)c3)cc2C1	-2.0
C=CCn1c(O)c(C(C)=NN2CCCCC2)c(=O)[nH]c1=O	-10.4
CCOc1ccc(-n2nnnc2CNC(=O)CCCN2C(=O)c3ccccc3C2=O)cc1	-7.0
COc1ccccc1-n1ccnc(SCC(=O)Nc2ccc(C(C)C)cc2)c1=O	-2.0
CCCN(CCC)S(=O)(=O)c1ccc(C(=O)Nc2nc(-c3ccc(Cl)s3)cs2)cc1	-2.0
COC(=O)N1CCc2ccc(NC(=O)c3cc(Br)cs3)cc2C1	-11.0
Cc1cccn2cc(-c3ccc(NS(=O)(=O)c4ccc(Br)cc4)cc3)nc12	10.0
Nc1nonc1-n1nnc(C(=O)NN=Cc2cccnc2)c1-c1ccccc1	0.6
COc1ccc(CC(=O)NC2CCC(Oc3cnccn3)CC2)cc1OC (stereo not given)	-19.0
C=CCn1c(=S)[nH]c2sc(C)c(-c3ccc(F)cc3)c2c1=O	2.0
CC(=NNc1nc2ccccc2[nH]1)c1cc2ccccc2o1	19.6
O=C(c1ccccc1)N1CCc2ccc(NS(=O)(=O)Cc3ccccc3Cl)cc2C1	2.0
CSc1nc(N)c2c(n1)NC1=C(C(=O)CC(C)(C)C1)C2c1ccc(N(C)C)cc1 (stereo not given)	20.0
O=C(NN=Cc1ccco1)c1ccc(NC(=O)c2ccc(Cl)cc2)cc1	-1.4
Cc1nn(-c2ccccc2)cc1[C@@H]1CC(c2cccc(Br)c2)=NN1C(=O)CCC(=O)O	-8.0
O=C(Nc1ccc2c(c1)N(C(=O)C1CC1)CC2)c1ccc(Cl)cc1Cl	-5.0&-3.0
Cc1ccccc1N(O)C=C1C=C(Br)C=CC1=O	-8.0
Cc1nc(-c2ccccc2Cl)sc1CNC(=O)Cn1cccn1	-18.0
Cn1cc(S(=O)(=O)N2CCCN(C(=O)c3ccc(=O)[nH]n3)CC2)cn1	-10.0
CC1(C)Cc2cccc(OCc3ccc(C(=O)N4CCC(C(N)=O)CC4)cc3)c2O1	-2.0
COC(=O)c1c(NC(=O)c2cc(C)no2)sc2c1CCCC2	0.0
O=C(Nc1ccccc1)N1CCC(Oc2cccc3cccnc23)CC1	-21.0
COc1cc(CSc2nc(=O)n3ccccc3n2)cc(OC)c1	4.0
COc1ccc(C(C)=NNC(=O)CNC(=O)COc2ccccc2)c(OC)c1	-17.7
CCCS(=O)(=O)N1CCc2ccc(NC(=O)c3c(C)nc4ccccn34)cc2C1	-4.0
CCOC(=O)c1c(NC(=S)Nc2ccccc2)sc2c1CCC2	-7.0
O=C(COc1ccccc1)NCCN1CCN(S(=O)(=O)c2ccccc2)CC1	-13.0
O=C(Cn1c(=O)[nH]c2ccccc2c1=O)NCC(F)(F)F	-2.0
NS(=O)(=O)c1ccc(CCNC(=O)CCCn2nc(-c3ccco3)ccc2=O)cc1	-21.0&12.0
Fc1ccc(Nc2nc(Nc3cccc(Cl)c3)nc(N3CCOCC3)n2)cc1Cl	5.0
COc1ccc(-c2csc(SCc3ccc(C(=O)N4CCCC4)o3)n2)cc1OC	4.0
CC(=NNC(=O)COc1ccccc1[N+](=O)[O-])c1cccc(NC(=O)c2ccncc2)c1	0.1
Cc1nc2ccc(Br)cn2c1C(=O)NN=Cc1ccc(C(C)C)cc1	-13.8
CCc1nnc2ccc(S(=O)(=O)N(Cc3ccccc3F)c3ccc(OC)cc3)cn12	-1.0
CCCCOc1ccc(-c2cc3c(N4CCN(c5cccc(C)c5C)CC4)nccn3n2)cc1	-16.0
Cc1onc(-c2ccccc2Cl)c1C(=O)N1CC(c2nc(-c3ccc[nH]c3=O)no2)C1	-4.0
Cc1ccc(C=Nn2cnc3sc(C)c(C)c3c2=O)o1	13.8
O=c1ccc(-c2cccs2)nn1Cc1ccc([N+](=O)[O-])cc1	16.0
Cc1cccc(-c2nnc(NC(=O)Cc3cccc4ccccc34)s2)c1	-3.0

Molecules shown so far with a nitro group on carbon (two):
SMILES	SSB-PriA inh
CC(=NNC(=O)COc1ccccc1[N+](=O)[O-])c1cccc(NC(=O)c2ccncc2)c1	0.1
O=c1ccc(-c2cccs2)nn1Cc1ccc([N+](=O)[O-])cc1	16.0

(continued)
SMILES	SSB-PriA inh
Cn1nc2cc(Br)ccc2c1C(=O)N1CCC(n2ccnn2)CC1	-1.0
NC(=O)CSc1nnc(COc2cccc3cccnc23)n1-c1cccc(C(F)(F)F)c1	-11.0
CC(=O)Nc1cccc(C(C)=NNS(=O)(=O)c2ccc(C)cc2)c1	-9.5
COc1ccccc1NC(=O)CSc1ccc(-c2ccncc2)nn1	17.9
COC(=O)CCc1c(C)nc2ncnn2c1C	-5.0
Cc1cc(OC2CCN(S(=O)(=O)c3cn(C(C)C)cn3)CC2)cc(=O)n1C	-11.0
O=c1c2nnn(-c3ccccc3)c2ncn1Cc1nc(-c2cccc(Cl)c2)no1	-4.0
Cc1cc(Br)ccc1N/C=C(/C#N)c1nc(-c2ccc(Cl)cc2Cl)cs1	2.0
CCN1C(=O)CCc2cc(NS(=O)(=O)c3ccc(C)c(Cl)c3)ccc21	13.0
NC(=S)NN=Cc1coc2ccc(O)cc2c1=O	-2.8
COc1ccc(OC)c(NC(=O)Cn2ncn3nc(-c4ccc(F)cc4)cc3c2=O)c1	-16.0
CC1Oc2ccc(Br)cc2CN(Cc2ccc(F)cc2F)C1=O (stereo not given)	-9.0

Overlap with the part before: 6 entries, followed by the next part.
SMILES	SSB-PriA inh
O=c1c2nnn(-c3ccccc3)c2ncn1Cc1nc(-c2cccc(Cl)c2)no1	-4.0
Cc1cc(Br)ccc1N/C=C(/C#N)c1nc(-c2ccc(Cl)cc2Cl)cs1	2.0
CCN1C(=O)CCc2cc(NS(=O)(=O)c3ccc(C)c(Cl)c3)ccc21	13.0
NC(=S)NN=Cc1coc2ccc(O)cc2c1=O	-2.8
COc1ccc(OC)c(NC(=O)Cn2ncn3nc(-c4ccc(F)cc4)cc3c2=O)c1	-16.0
CC1Oc2ccc(Br)cc2CN(Cc2ccc(F)cc2F)C1=O (stereo not given)	-9.0
CCC(=O)NN=C(C)CC(=O)Nc1ccc(F)cc1	-17.6
COC(=O)c1ccc(C2C(=C(O)c3ccc(OC(C)C)cc3)C(=O)C(=O)N2c2cc(C)on2)cc1 (stereo not given)	-2.9
CN(C(=O)c1ccc(C(=O)c2ccccc2)cc1)c1nnc(C23CC4CC(CC(C4)C2)C3)s1	-12.0
Cc1cccc(C(=O)Nc2nc(-c3ccc([N+](=O)[O-])cc3)cs2)c1	-2.0
O=C(Nc1ccc2c(c1)CN(S(=O)(=O)c1ccccc1)CC2)c1ccc2nsnc2c1	-6.0
O=C(NN=C/C=C/c1ccccc1[N+](=O)[O-])c1cccs1	-4.2
COc1ccc(CCNC(=O)NCc2ccc(C(=O)c3ccco3)s2)cc1	-1.0
CCOC(=O)CCC(=O)Nc1c(C(=O)Nc2ccc(F)c(Cl)c2)oc2ccccc12	-9.0&2.0
Cc1nnsc1C(=O)N1CCN(C[C@H](O)c2cccs2)CC1	1.0
O=C(Nc1ccc(F)c(Cl)c1)N1CCN(c2ccc(-c3ccco3)nn2)CC1	8.0
O=C(NN=C1CC2C=CCC12)c1cccs1 (stereo not given)	-7.9
C=CCNC(=O)Cn1cnc2c([nH]c3ccc(C)cc32)c1=O	-8.0
Cc1ccc(-c2cc(NS(=O)(=O)c3c(C)n[nH]c3C)n(C3CCS(=O)(=O)C3)n2)cc1 (stereo not given)	15.0
CC(=NO)C(=O)Nc1ccccc1	-13.2
CCOC(=O)c1sc(NC(=O)c2ccc3c(c2)OCCO3)nc1-c1ccccc1	-8.0
CCc1nnc(NC(=O)CSc2nc(=O)n(CCN(CC)CC)c3c2CCC3)s1	-37.0&-4.0
CN(C)S(=O)(=O)c1ccc(C(=O)N2CCCC(c3nnc(-c4ccc5c(c4)OCO5)o3)C2)cc1 (stereo not given)	-16.0
CN1CCN(c2nc3ccc(O)cc3s2)CC1	28.0
Cc1cc(C)c(NC(=O)Cn2c3ccc([N+](=O)[O-])cc3c3cc([N+](=O)[O-])ccc32)c(C)c1	-8.0
CCN1C(=O)C2CC(C)=C(C)CC2C1=O (stereo not given)	-11.0
COc1cc(C=NNC(=O)c2cccnc2)ccc1OCC(=O)Nc1c(C)cc(C)cc1C	-1.3
CC(C)CS(=O)(=O)C1CN(S(=O)(=O)c2ccccc2C#N)C1	-12.0
O=C(O)C1CCCN1 (stereo not given)	-17.0
O=C(CN1C(=O)CC(c2ccc(F)cc2)=Nc2ccccc21)NCc1ccccc1Cl	-22.0
COc1cccc(C2C(C(=O)/C=C/c3ccco3)=C(O)C(=O)N2Cc2cccnc2)c1 (stereo not given)	1.0
O=C(Cc1csc2nc(-c3ccc(F)cc3)cn12)NCCn1nc(-c2cccs2)ccc1=O	-14.0
NC(=NOC(=O)CCCOc1ccc(Cl)cc1Cl)c1ccncc1	-29.5
O=C1C(Cl)=C(NS(=O)(=O)c2cccs2)C(=O)c2ccccc21	20.0
Cc1cc2ncc(CCCNC(=O)c3c(F)cccc3F)cn2n1	2.0
O=c1[nH]ncc(NN=Cc2ccncc2)c1Cl	-20.8
CN1CCN(n2c3c(c(SCC(=O)Nc4nccs4)nc2=O)CCCC3)CC1	-4.0
COc1ccc2sc(N3CC(C(=O)N[C@H]4CCSC4=O)C3)nc2c1	-14.0
COc1ccc(OCCn2c(C)c(C=Nn3cnnc3)c3ccccc32)cc1	9.3
CS(=O)(=O)c1ccc2nc(NC(=O)c3cc(Cl)sc3Cl)sc2c1	2.0
CC(=O)N1CCc2ccc(NS(=O)(=O)c3ccc(C)s3)cc21	9.0
NS(=O)(=O)c1ccc(CCNC(=O)Cc2csc(Nc3ccccc3)n2)cc1	-13.0
Cc1ccc(C(C)C)c(OCC(=O)NN=C2CC(=O)CC(C)(C)C2)c1	7.2
CN1CCN(C(CNC(=O)NCc2ccc(Cl)cc2)c2ccsc2)CC1 (stereo not given)	1.0
Cc1noc(CNC(=O)Cn2c(=O)oc3ccccc32)n1	-3.0
O=S(=O)(NCC#CCOc1cccc(C(F)(F)F)c1)c1cccnc1	8.0
O=C(NCc1cccs1)N1CCC[C@H](Cc2nc(-c3cnccn3)no2)C1	-10.0
CCCNC(=O)C(=O)NCCc1ccc2c(c1)CCCN2C	-15.0
Cc1cc(C=NO)c(C)n1-c1ccc(Br)cc1	11.2
O=C(NCCc1cccs1)c1c[nH]c2ccccc2c1=O	-14.0&-4.0
CCOc1cccc2cc(C(=O)Nc3cc(C)no3)oc12	5.0
COc1ccc(C(C)=NNc2ncc(Cl)cc2Cl)c(O)c1	0.8
Cc1ccc(-n2ncc3c(C)nn(CC(N)=O)c(=O)c32)c(C)c1	-5.0
Cc1cnc(NC(=O)CN(C)c2nc3ccccc3s2)s1	-9.0

The final 2 compounds of the section above lead into the next:
SMILES	SSB-PriA inh
Cc1ccc(-n2ncc3c(C)nn(CC(N)=O)c(=O)c32)c(C)c1	-5.0
Cc1cnc(NC(=O)CN(C)c2nc3ccccc3s2)s1	-9.0
Cc1cc(NC(=O)c2ccc(N3C(=O)CCC3=O)cc2)c2cc(Br)ccc2n1	-17.0
O=C(c1ccco1)N(CCCn1ccnc1)c1nc2ccccc2s1	72.2*
CC(=O)Nc1ccc(OC[C@@H](O)CN(c2ccc(Br)cc2)S(C)(=O)=O)cc1	0.0
O=C(COc1ccccc1F)N1CC(C(=O)N2CCN(c3ccccn3)CC2)C1	-20.0
Cc1ccc(Cn2cc(C=NNc3ccc([N+](=O)[O-])cn3)c3ccccc32)cc1	-9.9
COCCn1c(SC(C)C)nnc1-c1c[nH]c2ccccc12	0.0
CCc1ccc(S(=O)(=O)N=C2C=C(Nc3ccc(C(=O)O)cc3)C(=O)c3ccccc32)cc1	30.0
Cc1ccc(C)c(-c2cc3c4nnc(SCC(=O)Nc5cccc(Br)c5)n4ccn3n2)c1	-15.0
CCOc1ccc(Br)cc1S(=O)(=O)N1CCN(c2nc(C)cc(Nc3ccc(OC)cc3)n2)CC1	-12.0
O=C(CN1C(=O)/C(=C/c2cccc(Cl)c2)SC1=S)Nc1ccc2oc(=O)ccc2c1	-9.0
